Diaphorase act – diaphorase activation or chemical reduction counter-screen; Diaphorase/resazurin coupled assay, resorufin fluorescence, 16 min; hits give high values; 1 = vehicle wells, 0 = NADH-free wells; activation factor at 20 µM; 0.005% of 190,000 active; AID 1229;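 active = diaphorase activity raised at least twofold by the compound at 20 µM; inactive = activation factor below 2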
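Material: Purified diaphorase enzyme from Clostridium kluyveri | Buffer or medium: 50 mM HEPES pH 7.4 with 4.542 mM MgCl2, 0.005% Tween 20 | Times: 16 min enzyme reaction, ambient temperature | Signal: Red resorufin fluorescence at 544/590 nm excitation/emission | Measure: Increased resorufin signal from activators or reducing compounds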
Diaph inh CS – counter-screen for diaphorase-based assays: diaphorase inhibitors and chemical oxidizers; diaphorase resazurin-to-resorufin fluorescence, NADH, 16 min; bacterial (C. kluyveri) enzyme, not human; inhibition, % at 20 µM; 0.69% of 190,000 active; AID 1217;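 active = primary screen inhibition at 20 µM above a set limit, cut at about 50% in these data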;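 also: plate controls were DMSO with full reaction for no effect and wells lacking NADH for full effect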
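material = Clostridium kluyveri diaphorase enzyme | amount = 0.14 U/mL diaphorase, enzyme working solution | schedule = incubation 16 min, room temperature | detection = fluorescence of resorufin formed from resazurin, Ex 544/Em 590 nm | benchmarks = positive control minus NADH, DMSO neutral control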
S1P3 antagonist – blocks the human S1P3 receptor | inhibition, % at 4.98 µM | 0.27% of 170,000 active | CHO S1P3 NFAT-BLA reporter, FRET fluorescence, antagonist mode | Q99500;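 active = inhibition above the plate cutoff, the mean inhibition of test wells on that plate plus 3 SD, cut at about 28% in these data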;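 also: cells challenged with S1P at its EC80 of 0.8 µM; blue over green emission ratio from cleaved BLA substrate after 4 h stimulation; 0% = S1P-stimulated wells and 100% = unstimulated DMSO-only wells; some compounds past the cut are filed as inactive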
Redox H2O2 prof – compounds producing H2O2 with reducing agent – biochemical, NIH compound library profiling, artefact control for MLSCN library redox annotation, primary screen; DTT-dependent redox cycling H2O2, phenol red/HRP absorbance; 100% = 100 µM peroxide control, 0% = buffer; activation, % at 10 µM; 0.03% of 200,000 active;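 active = activation of at least 50% relative to the plate's high and low controls in the primary single-dose screen; inactive = activation below 50%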;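 also: compound incubated with DTT at 0.8 mM final as the reducing agent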
TLR4 MyD88 comp – blocks binding of human TLR4 to MyD88. 0.18% of 200,000 active. HeLa CL3-4 TLR4/MyD88 BLA complementation, FRET ratio. inhibition, % at 8.4 µM. O00206+Q99836; in the data active = inhibition above about 25%;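 also: 0% = vehicle and 100% = reference inhibitor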
Target sequence (O00206 whole entry, looked up): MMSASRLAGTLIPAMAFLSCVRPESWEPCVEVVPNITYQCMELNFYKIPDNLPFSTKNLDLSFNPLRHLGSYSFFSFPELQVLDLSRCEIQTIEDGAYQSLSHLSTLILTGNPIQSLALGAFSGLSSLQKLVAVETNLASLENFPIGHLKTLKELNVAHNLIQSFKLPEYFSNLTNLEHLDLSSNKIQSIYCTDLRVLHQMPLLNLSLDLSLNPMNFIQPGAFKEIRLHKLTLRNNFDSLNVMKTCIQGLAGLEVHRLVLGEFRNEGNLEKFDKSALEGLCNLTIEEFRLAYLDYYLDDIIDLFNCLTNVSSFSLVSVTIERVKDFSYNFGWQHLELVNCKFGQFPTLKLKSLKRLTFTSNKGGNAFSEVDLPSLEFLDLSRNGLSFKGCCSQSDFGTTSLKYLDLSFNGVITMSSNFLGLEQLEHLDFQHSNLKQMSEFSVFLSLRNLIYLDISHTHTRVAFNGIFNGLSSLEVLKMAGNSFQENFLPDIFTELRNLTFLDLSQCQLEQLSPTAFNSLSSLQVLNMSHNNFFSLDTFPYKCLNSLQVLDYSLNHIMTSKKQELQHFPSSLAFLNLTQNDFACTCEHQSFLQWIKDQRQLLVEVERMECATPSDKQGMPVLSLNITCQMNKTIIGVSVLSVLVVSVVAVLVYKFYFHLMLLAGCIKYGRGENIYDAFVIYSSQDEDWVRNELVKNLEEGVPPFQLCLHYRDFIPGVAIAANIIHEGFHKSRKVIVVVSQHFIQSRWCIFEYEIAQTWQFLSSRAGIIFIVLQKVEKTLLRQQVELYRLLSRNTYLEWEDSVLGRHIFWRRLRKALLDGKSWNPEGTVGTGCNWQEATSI
Target sequence (Q99836 whole entry, looked up): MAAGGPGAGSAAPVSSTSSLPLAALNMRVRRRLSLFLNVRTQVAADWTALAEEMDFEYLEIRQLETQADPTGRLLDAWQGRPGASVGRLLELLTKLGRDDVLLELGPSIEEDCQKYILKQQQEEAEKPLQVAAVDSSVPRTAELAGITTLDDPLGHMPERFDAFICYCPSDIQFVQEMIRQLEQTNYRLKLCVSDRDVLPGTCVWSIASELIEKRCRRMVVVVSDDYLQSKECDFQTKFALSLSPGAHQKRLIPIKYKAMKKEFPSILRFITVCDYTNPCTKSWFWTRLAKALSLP
Lmaj promast – reduces viability of Leishmania major promastigotes; 9% of 200,000 active; resazurin fluorescence viability; inhibition, % at 10 µM;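 also: promastigotes grown with compound for 44 hours at 28 °C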
RAM network inh – blocks the yeast RAM network; S. cerevisiae dse1pr::URA3 reporter, 5-FOA growth OD615, 2 d; analog-sensitive cbk1-as2 kinase mutant strain; inhibition, % at 50 µM; 1.8% of 190,000 active; AID 868;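 active = inhibition above a set limit, 3 SD over mean compound inhibition, cut at about 8.4% in these data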;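 also: 0% = DMSO-only wells with no growth and 100% = 10 µM 1-NA-PP1 full growth; inhibition rescues growth on 5-FOA so higher OD means more RAM inhibition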
Hsp70 activator – transcriptional activators of Hsp70 | HeLa Hsp70 promoter luciferase reporter, luminescence; scaled: vehicle 0, proteasome-inhibitor control 100% | activation, % at 10 µM | 0.04% of 200,000 active | AID 1203;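 active = activation above the mean across all tested compounds plus 3 SD, cutoff set per campaign, cut at about 5.5% in these data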;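 also: 100% = MG132 at 30 µM as the positive control and 0% = DMSO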
G6PDH counter – inhibits Leuconostoc G6PDH, flagging false hits in G6PDH-based assays; Purified L. mesenteroides G6PDH, diaphorase/resazurin coupled fluorescence, 45 min; inhibition, % at 5 µM; AID 1020; 0.12% of 200,000 active
PMI act hi M6P – activators of human phosphomannose isomerase at near-saturating mannose 6-phosphate; P34949; coupled PMI enzyme assay, resazurin fluorescence, 20 min; hits give high values; 1 = untreated enzyme, 0 = substrate-free blank; activation factor at 20 µM; 0.34% of 190,000 active;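 active = activation factor of 2 or more at 20 µM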
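Technique: Diaphorase-driven resazurin-to-resorufin fluorescence, excitation 544, emission 590 nm | Assay system: Human PMI in coupled enzyme assay | Times: Enzyme reaction with compound 20 min at room temperature | Medium: HEPES-buffered pH 7.4 with magnesium and detergent | Reagent: Mannose-6-phosphate 1.0 mM (near-saturating) plus 0.22 mM NADP+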
PMI act – activators of human phosphomannose isomerase. activation factor at 20 µM. purified human PMI, coupled resazurin fluorescence, 20 min; hits give high values; 1 = vehicle control, 0 substrate-free wells. P34949. 0.005% of 190,000 active;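 active = activation factor of 2 or more at 20 µM, relative to plate controls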
The depositor's hits bear a star; . = no result given. Rule as the data show it, unless noted: active = inhibition above about 50%; inactive = the rest.

Sequence of screens: Diaphorase act | Diaph inh CS | S1P3 antagonist | Redox H2O2 prof | TLR4 MyD88 comp | Lmaj promast | RAM network inh | Hsp70 activator | G6PDH counter | PMI act hi M6P | PMI act
1: CCOc1ccccc1/C=N/OCC(=O)NCc1ccc(F)cc1
→ 0.9 | 10 | 13 | -1.8 | 1 | -1 | 0.1 | -0.3 | 2 | 1 | 1
2: CC(C)CC(COCc1ccc(Cl)cc1)N1CCN(C(=O)c2ccc(C(F)(F)F)cc2)CCC1=O (stereo unspecified)
→ 0.7 | 27 | 2 | 0.2 | -5 | 6 | 4.8 | -0.4 | 7 | 0.9 | 0.9
3: COC(=O)c1ccc(C)c(NS(=O)(=O)c2ccc3c(c2)OCCO3)c1
→ 0.9 | 13 | 34 | 3.3 | 0 | 100* | 0.1 | -0.2 | -9 | 0.8 | 0.8
4: Cc1cc(NS(=O)(=O)c2ccc(NC(=O)c3cnc4sccn4c3=O)cc2)nc(C)n1
→ 0.9 | 8 | -15 | -0.4 | -2 | -5 | 7.6 | 0.0 | -2 | 1 | 1
5: CCCC(O)(CCC)C(=O)NN1CCCCC1
→ 0.9 | 8 | . | 1.9 | -11 | -5 | 0.2 | -0.1 | 11 | 0.9 | 0.9
6: CC/C(=N/NC(=O)CNc1ccc(Cl)cc1C)c1ccccc1
→ 1 | 2 | -19 | 0.4 | -1 | 6 | 3.5 | 0.2 | 1 | 0.9 | 1
7: CC(=O)c1c(-c2ccccc2)c2cc(Cl)ccc2[nH]c1=O
→ 0.9 | 11 | -8 | 0.5 | 14 | 1 | 2.3 | 0.1 | 20 | 0.9 | 0.9
8: COc1cnc(-c2ccccc2)nc1Sc1ccccc1
→ 0.9 | 15 | 11 | 0.2 | -12 | -3 | 5.9 | -0.4 | 0 | 1 | 1
9: CC(=O)N1N=C(c2cccc([N+](=O)[O-])c2)OC1c1cccc(Br)c1 (stereo unspecified)
→ 0.8 | 22 | 2 | -0.8 | -1 | 12 | 1.4 | -0.3 | 0 | 1 | 1
10: CCCc1nc2ccccc2c(C(=O)OCC(=O)N2CCc3ccccc32)c1CC
→ 0.8 | 18 | 9 | 1.0 | -8 | 99* | 2.7 | -0.1 | -19 | 0.9 | 0.8
11: Cc1cc2c(c(=O)n1C)C(Cc1ccccc1)C(C#N)=C(N)O2 (stereo unspecified)
→ 0.9 | 10 | -2 | 2.2 | -2 | 0 | 1.0 | -0.2 | -3 | 1 | 0.9
12: CC(C)c1nc(SCc2c(F)cccc2Cl)c2c(=O)n(C)c(=O)n(C)c2n1
→ 0.8 | 18 | -17 | -1.7 | -2 | 18 | 8.0 | 0.2 | -39 | 1 | 1
13: COc1ccc(CNC(=O)C(c2ccc(C)o2)N(C(=O)c2csnn2)c2ccc(C(C)C)cc2)cc1 (stereo unspecified)
→ 0.8 | 21 | . | 0.1 | 1 | 14 | 1.1 | -0.1 | -1 | 0.9 | 0.9
14: COCCC(=O)N1CCc2c([nH]c3ccccc23)C1C(C)(C)C (stereo unspecified)
→ 0.9 | 10 | -14 | -0.6 | 2 | -8 | 1.9 | -0.3 | 2 | 1 | 1
15: COc1cc2cc(CN(Cc3nnnn3C3CCCC3)C3CCCC3)c(=O)[nH]c2cc1OC
→ 0.9 | 6 | -26 | . | . | . | . | . | 4 | 1 | 1.1
16: COc1ccccc1NC(=O)CN1CCC(c2nc3ccccc3[nH]2)CC1
→ 0.8 | 16 | -3 | -0.3 | 4 | -2 | 1.7 | -0.2 | 3 | 1 | 1
17: Cc1ccccc1N(CC(=O)Nc1ccccc1C(=O)O)S(C)(=O)=O
→ 1 | 4 | -5 | 2.5 | 15 | -6 | 1.6 | -0.1 | 4 | 1 | 1.1
18: Cc1ccc(-c2nnc(N3CCCCC3)c3ccccc23)cc1S(=O)(=O)NCC1CCCO1 (stereo unspecified)
→ 0.9 | 8 | . | 0.1 | 8 | 13 | 0.4 | -0.5 | 0 | 1 | 0.9
19: COC(=O)C(C)N(C(=O)c1cccc2ccccc12)c1c(C)cccc1C (stereo unspecified)
→ 0.9 | 14 | . | -3.7 | 7 | 15 | 0.1 | 0.2 | 7 | 1 | 1
20: COc1ccccc1NC(=S)N(Cc1ccc(C)cc1)Cc1cccnc1
→ 0.8 | 16 | -6 | 0.2 | 3 | 6 | 1.6 | 0.1 | 5 | 1 | 0.9
21: O=c1[nH]c(=O)n(-c2ccccc2)c2c1C(C(F)(F)F)(C(F)(F)F)N=C(CCC1CCCCC1)N2
→ 1 | 1 | -7 | -0.1 | -18 | 55* | 3.2 | -0.2 | 20 | 0.9 | 0.9
22: Cc1occc1C(=O)Nc1cccc(Cn2cccn2)c1
→ 0.9 | 13 | -15 | 1.1 | 1 | -2 | 1.4 | 0.1 | -17 | 1 | 1
23: COc1ccccc1C(=O)Nc1cccc(N(C)S(C)(=O)=O)c1
→ 0.9 | 11 | 8 | 1.1 | -5 | 0 | -0.5 | 0.2 | 12 | 0.9 | 0.8
24: O=C(CSc1nc(O)cc(=O)n1-c1ccccc1)N1CCCCC1
→ 1 | 4 | -1 | 0.8 | 13 | 0 | 2.3 | -0.3 | 5 | 1 | 1
25: CCCC(=O)Nc1nnc(CCOC)s1
→ 0.9 | 12 | -3 | 0.0 | -10 | -6 | 1.8 | -0.3 | 5 | 1 | 1
26: CCCN1CCN(S(=O)(=O)c2ccc3c(c2)OCCO3)CC1
→ 0.9 | 8 | 18 | -2.5 | 7 | 19 | 1.5 | -0.2 | -2 | 1 | 1
27: CCOC(=O)CN1C(=O)C(O)(CC(=O)c2cccc(OC)c2)c2ccccc21 (stereo unspecified)
→ 0.8 | 16 | 6 | 3.2 | -21 | -9 | 1.1 | -0.3 | 3 | 0.9 | 0.8
28: O=c1c2ccccc2c(/C=N/c2ncn[nH]2)c(O)n1Cc1ccccc1
→ 0.8 | 22 | -45 | -1.0 | -1 | 20 | 3.6 | -0.2 | 6 | 0.7 | 0.8
29: O=C(CCC(=O)NCCCc1ccccc1)NCCCc1ccccc1
→ 1 | 0 | -7 | -0.4 | -5 | 41 | 2.3 | 0.3 | 25 | 1 | 1.1
30: Cc1cc(Cl)ccc1NC(=O)CCC(=O)O
→ 0.9 | 7 | -6 | 0.1 | -9 | -3 | 2.5 | -0.3 | 4 | 1.1 | 1
31: CCSc1nnc(-c2ccccc2NC(C)=O)c(=O)[nH]1
→ 1 | 4 | -45 | -5.1 | -22 | -2 | 0.0 | -0.3 | 13 | 1.1 | 1.1
32: O=C1O/C(=C/C(=O)N2CCOCC2)c2ccccc21
→ 0.8 | 16 | . | 0.2 | -9 | -4 | 0.7 | -0.1 | 4 | 0.9 | 0.9
33: CC(C)(C)NC(=O)Cn1cc(C#N)c2cc(Br)ccc21
→ 0.8 | 22 | 0 | -0.2 | -23 | 0 | 6.9 | -0.1 | -2 | 0.9 | 0.9
34: CC1(C)CC(=O)C2=C(C1)N=c1s/c(=C/c3ccc(F)c(F)c3)c(=O)n1C2c1ccc(F)cc1 (stereo unspecified)
→ 0.8 | 17 | . | -3.9 | -1 | 100* | 3.8 | 0.1 | -34 | 0.9 | 0.9
35: COc1ccc(Cl)cc1C(=O)NNC(=S)NC(=O)c1cc(-c2ccccc2)nc2ccccc12
→ 1 | -5 | . | 1.7 | -1 | -8 | 3.8 | -0.1 | 7 | 1.1 | 1
36: C/C(=N/Nc1ccc(Cl)cc1)c1cnnc(-c2ccccc2)n1
→ 0.9 | 6 | -15 | 0.8 | -13 | 2 | 4.3 | -0.3 | -3 | 1.1 | 1.3
37: CCCCOC(=O)Cn1c(-c2ccccc2)nc2ccccc2c1=O
→ 0.8 | 24 | -4 | -0.3 | 12 | -1 | 0.3 | 0.0 | -4 | 0.8 | 0.8
38: Cc1cc(-c2ccccc2)nc(SC(C(=O)O)c2ccccc2)n1 (stereo unspecified)
→ 1 | 2 | -9 | -0.6 | -6 | -3 | 0.4 | -0.3 | 1 | 1.1 | 1.2
39: CC(C)NC(=O)NCCCCCCS(C)=O (stereo unspecified)
→ 1 | -2 | 7 | -0.1 | -12 | -10 | 0.6 | -0.1 | 6 | 1 | 1
40: CCOC(=O)c1cnc(SC)nc1Nc1cccc2ccccc12
→ 0.9 | 11 | . | 0.4 | -9 | 4 | 7.2 | -0.1 | 7 | 0.9 | 1
41: CC1=C(C(=O)NCc2ccco2)C2(CCC(C)CC2)OC1=O (stereo unspecified)
→ 1 | 2 | -2 | -0.6 | 5 | 0 | 0.6 | 0.3 | 24 | 1.1 | 1
42: Cc1c(NC(=O)COC(=O)C23CC4CC(CC(Br)(C4)C2)C3)c(=O)n(-c2ccccc2)n1C
→ 0.9 | 7 | -7 | -0.8 | 5 | -6 | 4.0 | -0.2 | 4 | 1 | 1
43: Cc1cc(C(=O)Nc2cccc(C(=O)O)c2)c(C)o1
→ 0.9 | 6 | . | 0.9 | 3 | -4 | 2.9 | -0.6 | 0 | 1 | 1
44: O=C(c1ccccc1F)N(Cc1cccnc1)Cc1cc2cc3c(cc2[nH]c1=O)OCCO3
→ 1.2 | -15 | -1 | -0.2 | 7 | -7 | 1.5 | -0.1 | 4 | 1 | 1.1
45: Cc1ccc(Nc2cc(C)nc3c(C)ccc([N+](=O)[O-])c23)cc1
→ 0.8 | 23 | -5 | 0.3 | 6 | 87* | 2.8 | -0.3 | 5 | 0.9 | 0.9
46: CSC1=NCCN1S(=O)(=O)c1ccc2ccccc2c1
→ 0.8 | 23 | 0 | -0.4 | 7 | -2 | -0.1 | -0.3 | -1 | 0.9 | 0.9
47: O=C(C1CCC1)N1CCC(c2nc3c(nnn3Cc3c(F)cccc3Cl)c(=O)[nH]2)CC1
→ 0.9 | 13 | -26 | 0.4 | -10 | -7 | 2.7 | -0.1 | -2 | 1.1 | 1

Entries of single compounds from above. Order of values: Diaphorase act, Diaph inh CS, S1P3 antagonist, Redox H2O2 prof, TLR4 MyD88 comp, Lmaj promast, RAM network inh, Hsp70 activator, G6PDH counter, PMI act hi M6P, PMI act
Cc1cc(C(=O)Nc2cccc(C(=O)O)c2)c(C)o1 reads 0.9, 6, ., 0.9, 3, -4, 2.9, -0.6, 0, 1, 1
O=C(c1ccccc1F)N(Cc1cccnc1)Cc1cc2cc3c(cc2[nH]c1=O)OCCO3 reads 1.2, -15, -1, -0.2, 7, -7, 1.5, -0.1, 4, 1, 1.1

Screens as filed in PubChem.
